# Compound activity deposited in PubChem BioAssay by several laboratories.
# PP5 inh – blocks human protein phosphatase 5 activity. P53041. purified PP5c, OMFP substrate fluorescence. inhibition, % at 6.7 µM. 320,000 tested, 0.18% active;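 active means inhibition above the campaign's mean inhibition across all tested compounds plus 3 SD, cut at about 9.5% in these data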;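 further: 0% = DMSO only and 100% = 100 µM cantharidin control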
# ZTA DNA inh – ZTA (EBV) inhibition in EBNA-1 counter-screen. ZTA-DNA binding, fluorescence polarization. P03206. 320,000 tested, 0.15% active. inhibition, % at 11 µM; in the data active means inhibition above about 33%
# Efflux pump inh – inhibitors of Candida antifungal efflux pumps expressed in yeast | S. cerevisiae Candida pump triplex, Nile Red efflux | inhibition, % at 10 µM | 330,000 tested, 0.44% active;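 active means plate passing quality check with inhibition over a set limit, or well fluorescence over plate mean plus 4 SD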;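 further: Nile Red retained in pooled yeast measured as flow cytometry median fluorescence; 0% = buffer negative control and 100% = Enniatin B positive control; higher means more Nile Red kept so more efflux inhibition; some compounds called inactive have numbers as strong as hits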
# EBNA-1 inhibitor – blocks EBNA-1 binding to DNA; EBNA-1 DNA binding, fluorescence polarization; inhibition, % at 14.8 µM; 300,000 tested, 0.34% active; in the data active means inhibition above about 28%
# core dimer inh – blocks dimerization of HCV core protein. TR-FRET GST/Flag-core106 dimerization, 1536-well. inhibition, % at 5 µM. 300,000 tested, 0.33% active. AID 1899;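 active means inhibition above the mean of all tested compounds plus 3 SD, set per screening campaign, cut at about 45% in these data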
#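 System: GST-tagged and Flag-tagged HCV core protein residues 1-106 / Input: core106 proteins, GST 13.5 nM and Flag 17 nM / Buffer or medium: KF-containing HEPES buffer, pH 7.45, DTT, CHAPS, BSA / Probe or stimulus: Eu-anti-GST and XL665-anti-Flag labelled anti-tag antibodies / Schedule: 4 h, 22.5 °C incubation / Technique: TR-FRET 671 and 617 nm emission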
# TPT1 inh – C. albicans TPT1 enzyme inhibition; inhibition, % at 5 µM; AID 1962; 300,000 tested, 0.81% active; recombinant caTPT1, FP RNA substrate dephosphorylation;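 active means inhibition above the mean of all tested compounds plus 3 SD, set per screening campaign, cut at about 24% in these data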;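 further: plate controls were DMSO alone for no effect and ferristatin control at 100 nM for full effect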
# Fh CTSL1 inh – cathepsin L1 inhibition, PFM18AAP counter-screen. 300,000 tested, 0.49% active. recombinant F. hepatica cathepsin L1, Z-Leu-Arg-MCA fluorescence. inhibition, % at 5.96 µM. AID 1906;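 active means inhibition above the mean of all tested compounds plus 3 SD, set per screening campaign, cut at about 17% in these data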;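 further: 0% = plate median of test compound wells and 100% = 1 µM Z-Phe-Ala-diazomethylketone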
# PREPL inh – inhibits the human prolyl oligopeptidase-like enzyme; Q4J6C6; recombinant PREPL, fluorescence polarization activity-based probe; inhibition, % at 5.96 µM; 320,000 tested, 0.68% active; AID 2751; in the data active means inhibition above about 43%;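 further: 0% = enzyme with DMSO and 100% = wells lacking enzyme; many of its hits are not listed in these tables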
# Target sequence (Q4J6C6 whole entry, looked up): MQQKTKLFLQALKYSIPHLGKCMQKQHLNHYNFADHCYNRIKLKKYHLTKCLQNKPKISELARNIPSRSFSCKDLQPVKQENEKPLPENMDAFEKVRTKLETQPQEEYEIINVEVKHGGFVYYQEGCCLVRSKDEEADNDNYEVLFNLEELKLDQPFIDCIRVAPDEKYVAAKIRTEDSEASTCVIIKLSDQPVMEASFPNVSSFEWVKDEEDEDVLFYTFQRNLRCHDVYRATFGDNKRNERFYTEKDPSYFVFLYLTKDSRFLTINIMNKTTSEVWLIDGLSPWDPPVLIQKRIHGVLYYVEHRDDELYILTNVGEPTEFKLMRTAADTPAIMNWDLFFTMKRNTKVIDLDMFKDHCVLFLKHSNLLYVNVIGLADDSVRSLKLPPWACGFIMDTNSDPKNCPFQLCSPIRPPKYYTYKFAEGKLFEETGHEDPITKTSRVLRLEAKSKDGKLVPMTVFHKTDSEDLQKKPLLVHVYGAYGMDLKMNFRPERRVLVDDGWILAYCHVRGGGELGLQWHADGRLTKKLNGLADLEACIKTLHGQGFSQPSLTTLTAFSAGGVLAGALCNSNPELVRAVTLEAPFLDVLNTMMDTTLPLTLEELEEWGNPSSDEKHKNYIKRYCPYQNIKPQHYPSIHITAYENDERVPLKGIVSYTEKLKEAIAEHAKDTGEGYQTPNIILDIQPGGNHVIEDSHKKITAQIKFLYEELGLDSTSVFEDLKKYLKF
# PP1 counter – counter-screen for PP5 inhibitors: inhibitors of human PP1-alpha; inhibition, % at 6.7 µM; purified PP1alpha, OMFP fluorescence; 320,000 tested, 0.9% active; P62136;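 active means inhibition above the mean inhibition of all tested compounds plus 3 SD, computed separately for each screening campaign, cut at about 15% in these data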
# Target sequence (P62136 whole entry, looked up): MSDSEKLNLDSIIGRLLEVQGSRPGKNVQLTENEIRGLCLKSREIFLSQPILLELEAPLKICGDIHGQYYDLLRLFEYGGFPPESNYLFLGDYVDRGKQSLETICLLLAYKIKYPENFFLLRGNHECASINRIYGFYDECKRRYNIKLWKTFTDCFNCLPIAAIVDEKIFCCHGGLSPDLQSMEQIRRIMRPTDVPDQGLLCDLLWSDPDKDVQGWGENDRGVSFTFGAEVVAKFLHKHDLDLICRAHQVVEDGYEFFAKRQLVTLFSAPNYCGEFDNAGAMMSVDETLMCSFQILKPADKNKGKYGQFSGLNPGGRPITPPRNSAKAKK
# An asterisk follows results filed as active; nt = not tested or not shown. Not all compounds are listed. The share of hits here may be higher or lower than overall.
nr	molecule	PP5 inh	ZTA DNA inh	Efflux pump inh	EBNA-1 inhibitor	core dimer inh
1	Cc1cc2ccccc2n2c(SCC(=O)NCC3CCCO3)nnc12 (centres undefined)	1.0	-5	-0.1	7	-6
2	O=C(Nc1cc(C(F)(F)F)ccc1N1CCOCC1)c1cccnc1Cl	3.5	7	0.0	-3	-1
3	CCC(=O)N(CC)Cc1cc(=O)[nH]c2ccccc12	-1.1	2	0.1	6	-7
4	CC(C)NS(=O)(=O)c1ccc2c(c1)NCC2	2.5	-5	0.0	-6	-11
5	CC(C)(C)N1NC(=O)Nc2ccccc2C1=O	2.8	-5	0.1	-9	0
6	CCOC(=O)C(NC(=O)c1ccccc1)(N1CCOCC1)C(F)(F)F (centres undefined)	2.5	4	-0.1	5	-3
7	CN1CCN(NC(=O)c2ccc(S(=O)(=O)N3CCCCCC3)cc2)CC1	2.1	-21	-0.1	-9	-3
8	CCC(C)[C@H](NC(=O)c1cc2cc(Cl)ccc2n1C)C(=O)N1CCC[C@H]1C(=O)O (some centres undefined)	2.6	-4	-0.2	3	3
9	CNc1ccccc1	1.0	3	0.0	nt	nt
10	CC(C)NC(=O)NC(=O)COC(=O)C1(C)CC1(Cl)Cl (centres undefined)	-0.9	-16	0.0	-2	-4
11	CC(c1ccco1)N(C(=O)Nc1ccccc1)C1CCCCC1 (centres undefined)	1.5	11	0.0	3	0
12	COCCNC(=S)Nc1cc(S(=O)(=O)N2CCOCC2)ccc1N1CCCCC1	-0.9	5	-0.1	0	-1
13	CC(NC(=O)c1cc(COc2c(F)cccc2F)on1)c1cnn(-c2ccccc2)c1 (centres undefined)	4.4	8	-0.1	5	6
14	Cc1ccc(CNC(=O)CC(C)S(=O)(=O)c2ccc3c(c2)NC(=O)C(C)S3)cc1 (centres undefined)	0.6	-12	-0.1	1	4
15	O=C1NN(c2ccccc2)C(=O)/C1=C/c1ccc(-c2ccc(C(=O)O)cc2)o1	1.9	4	0.1	0	-7

nr	TPT1 inh	Fh CTSL1 inh	PREPL inh	PP1 counter
1	-2	-4	-1	0
2	-2	-3	5	3
3	4	3	14	-2
4	2	-4	1	0
5	1	2	14	-1
6	1	0	-8	-2
7	1	-3	19	-3
8	-3	1	-5	-3
9	nt	nt	1	-1
10	-3	0	4	-3
11	0	-1	6	-5
12	-2	-3	6	-4
13	-3	2	-6	1
14	2	-2	3	-1
15	5	7	-7	-2

# Looked up above:
# Value for cpd 9 in Efflux pump inh: 0.0
# Value for cpd 6 in EBNA-1 inhibitor: 5
# Value for cpd 4 in TPT1 inh: 2
# Value for cpd 8 in EBNA-1 inhibitor: 3
# Value for cpd 12 in PREPL inh: 6
# Value for cpd 5 in core dimer inh: 0

# Five entries picked at random from those above:
nr	molecule	PP5 inh	ZTA DNA inh	Efflux pump inh	EBNA-1 inhibitor	core dimer inh
12	COCCNC(=S)Nc1cc(S(=O)(=O)N2CCOCC2)ccc1N1CCCCC1	-0.9	5	-0.1	0	-1
10	CC(C)NC(=O)NC(=O)COC(=O)C1(C)CC1(Cl)Cl (centres undefined)	-0.9	-16	0.0	-2	-4
11	CC(c1ccco1)N(C(=O)Nc1ccccc1)C1CCCCC1 (centres undefined)	1.5	11	0.0	3	0
15	O=C1NN(c2ccccc2)C(=O)/C1=C/c1ccc(-c2ccc(C(=O)O)cc2)o1	1.9	4	0.1	0	-7
3	CCC(=O)N(CC)Cc1cc(=O)[nH]c2ccccc12	-1.1	2	0.1	6	-7

nr	TPT1 inh	Fh CTSL1 inh	PREPL inh	PP1 counter
12	-2	-3	6	-4
10	-3	0	4	-3
11	0	-1	6	-5
15	5	7	-7	-2
3	4	3	14	-2

# Later entries.
nr	molecule	PP5 inh	ZTA DNA inh	Efflux pump inh	EBNA-1 inhibitor	core dimer inh
16	CCS(=O)(=O)NCCc1csc(C)n1	-0.8	-11	0.0	-1	2
17	CCN(CC)c1ccc(/C=N/NC(=O)CNC(=O)c2cccs2)cc1	2.4	-3	-0.1	-4	-7
18	COc1ccc2cc(CCNC(=O)c3ccco3)c(=O)[nH]c2c1	2.6	2	-0.1	-1	-15
19	CC(=O)N(c1nc(CCl)cs1)c1ccc(C)cc1C	0.4	4	0.0	-2	3
20	CC(=O)c1cccc(N2C(=NC(=O)C3CCCCC3)SC3CS(=O)(=O)CC32)c1 (centres undefined)	-2.3	-14	-0.1	-9	-1
21	CC(C)[C@H](NC(=O)OCc1ccccc1)C(=O)N[C@@H](Cc1c[nH]c2ccccc12)C(=O)O	0.0	-5	0.1	4	10
22	COc1ccc2oc(=O)c(C(=O)NCc3ccco3)cc2c1	-0.1	3	0.0	-4	-1
23	O=C(NC1CCCC1)c1ccc(CNc2c(N3CCOCC3)c(=O)c2=O)cc1	-1.1	-6	-0.2	5	-9
24	Oc1ccccc1/C=N/n1cnn(Cc2ccccc2Cl)c1=S	3.7	-21	-0.3	-5	-9
25	COc1ccc(COC(=O)c2cc(S(=O)(=O)N3CCCCC3)ccc2N2CCOCC2)cc1	1.7	3	0.2	-4	2
26	Cc1cccc(NC(=O)c2sc3nc(N)c(C#N)cc3c2N)c1	2.6	5	0.1	-15	-1
27	COc1ccc(-c2oc(/N=C/N3CCOCC3)c(C#N)c2-c2ccc(OC)cc2)cc1	3.8	-5	0.0	-3	9
28	CCCCn1c(SCc2nnc(-c3ccccc3)o2)nc2c1c(=O)n(C)c(=O)n2C	2.7	15	0.0	4	1
29	CN(C)c1ccc(/C=N/Nc2nc3ccccc3o2)cc1	1.7	4	-0.4	0	-46
30	CN1C(=O)C(CC(=O)NCCc2ccccc2)N(NC(=O)c2ccc(Cl)cc2)C1=S (centres undefined)	-1.2	-10	0.6	-15	-6

nr	TPT1 inh	Fh CTSL1 inh	PREPL inh	PP1 counter
16	-2	0	3	-3
17	1	4	1	-2
18	-6	6	13	-4
19	0	-1	14	3
20	-2	-4	-1	-3
21	-2	7	1	0
22	2	0	2	3
23	-3	-1	12	-2
24	-4	-2	8	3
25	0	-1	-2	-3
26	4	3	17	-2
27	-2	2	7	3
28	-1	3	10	-1
29	-2	-1	24	1
30	3	-2	-21	-5

# The listing continues.
nr	molecule	PP5 inh	ZTA DNA inh	Efflux pump inh	EBNA-1 inhibitor	core dimer inh
31	CC(=O)c1cccc(NC(=O)N2CCC(NC(=O)C34CC5CC(CC(C5)C3)C4)CC2)c1	0.4	7	0.0	2	2
32	COc1cccc(C(O)c2nc3ccccc3n2C(C)C)c1 (centres undefined)	0.1	-1	0.0	17	-2
33	Cc1ccc(CC(=O)OCCNC(=O)c2cccnc2)cc1	0.4	-13	-0.1	-5	-3
34	Cc1ccc(C(=O)Nc2ccc(N3CCOCC3)cc2)cc1	0.7	18	0.0	4	-1
35	COc1ccccc1NC(=O)CSc1nnc(C)n1Cc1ccccc1	-0.2	1	-0.1	8	1
36	O=C(NCC1CCC(C(=O)O)CC1)OCc1ccccc1 (centres undefined)	0.8	12	0.1	2	1
37	COc1ccc(C2c3c(noc3C)CC(C)(O)C2C(C)=O)cc1 (centres undefined)	1.7	-2	0.1	-5	1
38	Cc1cc(-c2n[nH]c(=S)n2/N=C/c2ccc(C)o2)n[nH]1	1.6	11	0.0	-11	1
39	COc1ccc2cc(C(=O)/C=C/c3cc(OC)c(OC)c(OC)c3)ccc2c1	-1.4	13	0.4	48*	0
40	CCc1cccc2c1NC(=O)C2(O)N1CCCC(C)C1 (centres undefined)	0.7	-9	0.0	-8	1
41	CN(C)c1ccc(/C=C/c2nc3ccccc3c(=O)[nH]2)cc1	-1.9	12	-0.1	0	0
42	O=S(=O)(c1ccccc1)N1CCCc2ccccc21	2.1	-5	0.3	1	-2
43	CC(=O)Nc1ccc(S(=O)(=O)NCc2ccccn2)cc1	0.1	-15	0.7	-2	-6
44	CC(=O)c1c(C)[nH]c(C(=O)COC(=O)CCOc2ccc(C)cc2)c1C	1.8	-1	0.2	0	4
45	O=C(CCSc1ccccc1)Nc1ccc(S(=O)(=O)Nc2ncccn2)cc1	0.7	3	-0.2	2	0

nr	TPT1 inh	Fh CTSL1 inh	PREPL inh	PP1 counter
31	-2	-4	3	2
32	-2	-4	5	0
33	0	0	2	3
34	-2	0	3	-3
35	-2	-7	2	-7
36	0	1	-1	3
37	-3	1	-3	-9
38	0	-1	-3	-2
39	0	5	34	-2
40	2	1	9	-8
41	64*	6	20	4
42	-1	5	2	0
43	-1	-5	-3	-2
44	1	-18	1	-1
45	-2	0	4	3

# Overlap with the part before: 2 compounds, followed by the next part.
nr	molecule	PP5 inh	ZTA DNA inh	Efflux pump inh	EBNA-1 inhibitor	core dimer inh
44	CC(=O)c1c(C)[nH]c(C(=O)COC(=O)CCOc2ccc(C)cc2)c1C	1.8	-1	0.2	0	4
45	O=C(CCSc1ccccc1)Nc1ccc(S(=O)(=O)Nc2ncccn2)cc1	0.7	3	-0.2	2	0
46	Cc1cccc(N=Nc2c(O)[nH]c3ccc(Br)cc23)c1	1.8	15	-0.2	7	-1
47	Cc1cc(C(=O)N2CCc3c([nH]c4ccccc34)C2c2c(F)cccc2Cl)no1 (centres undefined)	3.5	3	-0.2	7	7
48	O=c1c2c(nc3cc(-c4ccc(Br)cc4)[nH]n13)CCCC2	1.1	-1	0.0	-7	6
49	Cc1nc(-c2nc(CC(=O)NNC(=O)c3ccc(Cl)cc3)cs2)cs1	-3.0	8	-0.1	3	-3
50	CCOC(=O)C1(Cc2ccccc2C(F)(F)F)CCN(CC2CC2)CC1	-1.1	-3	0.0	14	-4
51	Cc1ccc(OC(=S)Nc2ccccc2)c(C)c1	2.0	-6	0.0	4	1
52	O=C(O)c1cccc(S(=O)(=O)N2CC=C(c3ccccc3)CC2)c1	0.5	1	0.0	nt	nt
53	CCOc1ccc(NC(=O)CN(C)C(=O)c2ccc3nc(CC)c(CC)nc3c2)cc1OCC	-0.9	9	-0.2	-3	3
54	COc1cccc(CN2CC(C(=O)N3CCCC3)CCC2=O)c1 (centres undefined)	-0.1	12	0.0	8	9
55	Cn1c(=O)cc(OCCCC(=O)NCc2cccnc2)c2ccccc21	-3.6	-4	0.0	-1	-15
56	CCOC(=O)N1CCc2c(sc3c2c(=O)n(Cc2ccccc2)c(=O)n3Cc2ccccc2F)C1	1.3	-4	0.3	-4	11
57	O=C(OCc1nnc(-c2ccccc2)o1)c1cc(S(=O)(=O)N2CCOCC2)ccc1F	-2.5	10	-0.1	15	6
58	COc1cccc2c(C)nc(Nc3nc(CSc4nnc(C)s4)cc(=O)[nH]3)nc12	0.8	12	0.1	11	4
59	Cc1cccc(OCCCC(=O)Nc2ccc(Br)cc2)c1	3.9	-24	0.0	-3	-1
60	Cc1ccc(/C=N/NC(=O)Cn2cnc3ccccc32)o1	0.7	-6	-0.1	6	-5
61	N#Cc1cccc(OCC(=O)NC(=O)NCc2ccccc2)c1	-1.1	11	0.0	-10	-1
62	CN(C(=O)COC(=O)c1ccccc1Nc1ccccc1)c1c(N)n(Cc2ccccc2)c(=O)[nH]c1=O	1.1	-11	0.1	3	1

nr	TPT1 inh	Fh CTSL1 inh	PREPL inh	PP1 counter
44	1	-18	1	-1
45	-2	0	4	3
46	17	4	3	-2
47	-8	-2	13	2
48	-1	0	11	3
49	-4	-1	7	0
50	-3	-3	-31	2
51	0	5	13	-9
52	nt	nt	-4	-5
53	4	-3	-1	-3
54	-1	6	2	-1
55	-6	3	6	-3
56	6	-1	-2	-1
57	2	2	12	-4
58	0	3	8	0
59	-7	0	-34	-2
60	-4	3	0	3
61	1	0	6	-5
62	2	-1	-4	4
